hcDAF-12 act – activates DAF-12 receptor from parasite H. contortus. HEK293 hcDAF-12 lit1-tk-luc reporter, luminescence; 0% DMSO, 100% Δ7-dafachronic acid. activation, % at 6.8 µM. hit rate 1.4% among 370,000. AID 652067;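 active = activation above the mean of all tested compounds plus 3 SD, cut at about 5.5% in these data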;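 also: 100% = response to 3 µM Δ7-dafachronic acid high control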
HGIII-sPLA2 inh – Inhibits HGIII-sPLA2 liposome hydrolysis, primary screen; Q9NZ20; QFRET BODIPY PC-A2 liposome hydrolysis, fluorescence; inhibition, % at 12.2 µM; hit rate 0.56% among 370,000; AID 743126;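 active = inhibition above mean plus 3 SD of compounds lying within the high and low control bounds, cut at about 19% in these data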;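 also: 0% = median of test compound wells and 100% = no enzyme DMSO wells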
Target sequence (Q9NZ20 whole entry, looked up): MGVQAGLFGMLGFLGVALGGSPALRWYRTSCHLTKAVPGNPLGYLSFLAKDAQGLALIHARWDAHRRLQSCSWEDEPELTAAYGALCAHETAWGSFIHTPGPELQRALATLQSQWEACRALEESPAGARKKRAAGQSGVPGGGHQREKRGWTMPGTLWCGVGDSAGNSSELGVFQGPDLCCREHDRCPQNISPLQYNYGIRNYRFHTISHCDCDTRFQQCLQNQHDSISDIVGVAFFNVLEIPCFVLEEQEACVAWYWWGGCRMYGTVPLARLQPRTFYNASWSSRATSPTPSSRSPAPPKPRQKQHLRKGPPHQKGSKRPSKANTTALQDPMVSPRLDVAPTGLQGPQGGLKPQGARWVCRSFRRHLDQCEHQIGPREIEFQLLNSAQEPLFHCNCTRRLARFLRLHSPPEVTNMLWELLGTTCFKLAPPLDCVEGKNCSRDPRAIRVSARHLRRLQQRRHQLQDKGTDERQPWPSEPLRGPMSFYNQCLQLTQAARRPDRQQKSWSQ
SMARCA2 act – activators of SMARCA2 function; MG213 cells, MMTV-luciferase reporter, dexamethasone, overnight; hit rate 1% among 370,000; activation, % at 9.1 µM; AID 652017; in the data active = activation above about 7.8%;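 also: 0% = vehicle wells and 100% = reference activator wells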
DAX1 inh-1 – blocks DAX1 repression of SF-1 activated StAR promoter. HEK293T StAR-luciferase reporter, SF-1/DAX-1 repression relief. inhibition, % at 6.8 µM. hit rate 1.1% among 370,000. AID 652010;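 active = inhibition above the mean over all tested compounds plus 3 SD, cut at about 3.6% in these data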;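 also: 0% = DAX-1 cells with DMSO and 100% = cells lacking DAX-1 with DMSO; higher inhibition means more luminescence from relief of DAX-1 repression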
GC-A act – GC-A (human) enzyme activation. P16066. HEK293 GC-A cells, cGMP TR-FRET, EC30 ANP; 0% at EC30 ANP, 100% saturating ANP. activation, % at 10 µM. hit rate 0.14% among 370,000. AID 1671463; in the data active = activation above about 40%
KLK7 zymogen act – activators of human kallikrein-7 zymogen | P49862 | purified proKLK7, EDANS-DABCYL substrate fluorescence; 100% is mature enzyme control, 0% vehicle | activation, % at 7 µM | hit rate 0.9% among 370,000;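 active = activation above the mean of all tested compounds plus 3 SD, computed per campaign excluding outliers beyond control limits, cut at about 13% in these data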
Target sequence (P49862 whole entry, looked up): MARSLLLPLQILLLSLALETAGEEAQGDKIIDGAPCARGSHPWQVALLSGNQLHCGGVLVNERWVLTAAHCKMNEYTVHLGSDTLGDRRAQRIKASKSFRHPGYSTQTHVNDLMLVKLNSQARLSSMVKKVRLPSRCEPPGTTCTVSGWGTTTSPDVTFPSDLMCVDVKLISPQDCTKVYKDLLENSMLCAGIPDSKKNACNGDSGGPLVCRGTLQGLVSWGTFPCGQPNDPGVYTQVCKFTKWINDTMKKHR
FXN GAA850 act – frataxin GAA850 promoter activation; HEK293 lucGAA850 FXN promoter luciferase reporter, 24 h; percent of 10 µM SAHA response; activation, % at 6 µM; hit rate 0.56% among 360,000; AID 540364;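 active = activation above the average of all compounds screened plus 3 SD, cutoff fixed separately per campaign, cut at about 7.5% in these data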;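 also: 0% = DMSO wells and 100% = 10 µM SAHA wells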
ssDAF12 agonist – activates DAF-12 receptor from parasite S. stercoralis | HEK293 ssDAF-12/GRIP1 lit1-tk-luc reporter, luminescence; % of 3 µM dafachronic acid response | activation, % at 6.8 µM | hit rate 1% among 370,000 | AID 652126;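 active = activation above the mean over all tested compounds plus 3 SD, cut at about 0.9% in these data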;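 also: 0% = DMSO-only wells and 100% = 3 µM delta7-dafachronic acid wells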
hgDAF12 agonist – activates the H. glycines DAF-12 receptor ligand-binding domain | activation, % at 6.8 µM | hit rate 1.8% among 370,000 | HEK293 GAL4-hgDAF12 UAS-luciferase reporter, agonist luminescence; normalized to butyrate control;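 active = activation above a cutoff set at the mean of all screened compounds plus 3 SD, cut at about 10% in these data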;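 also: 0% = DMSO wells and 100% = sodium butyrate wells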
GC-B act – GC-B (human) receptor activation; P20594; HEK293-GC-B cells, CNP EC30, cGMP TR-FRET; 0% at EC30 CNP, 100% saturating CNP; activation, % at 10 µM; hit rate 0.11% among 370,000; AID 1920062;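 active = activation at 10 µM reaching about 35% in either raw or pattern-adjusted values, limit read from the data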
DAX1 inh-2 – inhibits human nuclear receptor DAX1; HEK293 Gal4-DAX1 luciferase reporter, luminescence; P51843; inhibition, % at 6.75 µM; AID 504766; hit rate 0.99% among 340,000;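 active = inhibition above the mean over all tested compounds plus 3 SD, cut at about 4.2% in these data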;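 also: 0% = DAX1-transfected cells with DMSO and 100% = empty-vector control cells with DMSO; inhibition shows as a rise in luminescence from relieved DAX1 repression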
Target sequence (P51843 207-470 limits assumed): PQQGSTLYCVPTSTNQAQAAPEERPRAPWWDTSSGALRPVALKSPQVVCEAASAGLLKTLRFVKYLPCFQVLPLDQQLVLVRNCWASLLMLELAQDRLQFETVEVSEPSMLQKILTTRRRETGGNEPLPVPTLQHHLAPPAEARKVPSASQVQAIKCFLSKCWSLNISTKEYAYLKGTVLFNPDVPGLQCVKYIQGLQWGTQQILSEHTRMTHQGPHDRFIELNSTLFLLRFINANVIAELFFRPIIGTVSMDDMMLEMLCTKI
* hit, by the source's call; · = not tested or not shown.

SMILES | hcDAF-12 act | HGIII-sPLA2 inh | SMARCA2 act | DAX1 inh-1 | GC-A act | KLK7 zymogen act | FXN GAA850 act | ssDAF12 agonist | hgDAF12 agonist | GC-B act | DAX1 inh-2
CC(C)(C)c1cc(NC(=O)C2CCCO2)no1 (configuration not stated) | 1.8 | -1 | 5 | 1.5 | 4 | -0.2 | 5.6 | 1.4* | 7.6 | 3 | 1.0
Cc1cc(C(=O)O)ccc1-c1ccc(/C=C2\NC(=O)N(Cc3ccc(F)cc3)C2=O)o1 | -1.5 | -2 | -4 | -0.6 | 6 | 0.1 | -0.2 | -0.4 | -2.4 | 2 | -3.0
CC(C)(C)c1ccc(OCCC(=O)OCC(=O)N2c3ccccc3NC(=O)C2(C)C)cc1 | 0.7 | -6 | -2 | 0.0 | 4 | -0.2 | -0.7 | -0.5 | 0.8 | 7 | -0.4
COCCNC(=O)CCC1CCN(C/C=C/c2ccccc2OC)CC1 | -0.4 | -2 | -2 | 1.0 | -2 | -0.3 | 0.5 | -1.2 | -3.2 | -6 | 1.7
Nc1ccccc1C#Cc1ccccc1 | 3.1 | 2 | 6 | 0.7 | 0 | -0.1 | 3.5 | -0.2 | 5.8 | 1 | 2.7
O=C(NCc1ccc2c(c1)OCO2)c1ccccc1 | -1.2 | -4 | 1 | -0.1 | 0 | 0.2 | -0.3 | -1.1 | 0.0 | 4 | -1.0
CS(=O)(=O)Nc1ccccc1C(=O)N1CCCC1 | 0.9 | 11 | -2 | -0.2 | -3 | 0.1 | 1.3 | -1.1 | -0.1 | 3 | 0.4
Cc1cc(C)nc(SCc2ccc(C(=O)N/N=C/c3ccco3)cc2)n1 | -1.3 | -4 | -1 | 0.2 | -4 | -0.5 | 1.1 | -0.8 | -1.2 | -2 | -0.7
COCCNC(=O)C1(C)CCCN(C(=O)c2ccc(F)c(Cl)c2)C1 (configuration not stated) | 1.6 | 7 | 1 | -0.3 | 2 | -0.4 | 0.6 | -0.4 | 0.0 | 3 | ·
CCCn1nc(C(=O)Nc2ccc3c(c2)OCO3)c2ccccc2c1=O | 1.9 | 6 | -1 | 0.5 | 3 | 0.1 | 3.5 | -0.5 | 0.8 | -2 | -1.6
O=C(CCl)NNc1cccc(Cl)n1 | -0.4 | 71* | 0 | -0.5 | 3 | 0.7 | 1.9 | -0.7 | 1.4 | 8 | -0.1
COC(=O)c1ccc(COC(=O)CNS(=O)(=O)c2ccccc2)cc1 | -1.1 | -4 | -2 | -0.8 | 3 | -0.2 | -0.2 | -1.3 | 2.7 | -4 | 2.8
COc1ccc(-c2csc(NC(=O)c3c(C)noc3C)n2)cc1 | -1.9 | -3 | 0 | -1.9 | 4 | 0.7 | 3.2 | -1.4 | -2.2 | 0 | -1.0
CSc1ccccc1OCc1cc(C(=O)N2CCN(C3CCCC3)C(=O)C2)no1 | 1.1 | -15 | 0 | 0.0 | 4 | 0.1 | 2.7 | -0.9 | 6.4 | -1 | 0.4
CC1CCN(C(=O)Cn2c3ccccc3c3nc4n(c(=O)c32)CCCS4)CC1 | -3.1 | 3 | 0 | -3.0 | -5 | -1.0 | 1.2 | -1.8 | -0.3 | 2 | -0.2
Cc1ccc(S(=O)(=O)N2CCN(C(=O)c3cc(C4CC4)nn3-c3ccccc3)CC2)cc1 | 0.4 | -4 | -3 | 1.4 | -18 | -0.2 | 1.1 | -0.8 | -2.1 | -14 | 0.3
CCOc1ccc(S(=O)(=O)N(C)c2ccc(OCC(=O)N3CCOCC3)cc2)cc1 | -0.8 | -6 | -4 | -0.7 | 1 | 0.0 | 1.1 | -1.1 | 0.0 | 5 | -1.0
COC(=O)c1ccc(N/C(=N/S(=O)(=O)c2ccccc2)c2ccccc2)cc1 | -1.9 | -12 | -1 | -0.1 | -2 | -0.2 | 0.5 | -1.2 | -1.1 | 5 | -0.2
CC(=O)C1=NOC2C(=O)N(c3ccccc3)C(=O)C12 (configuration not stated) | -1.6 | -2 | 0 | 0.0 | 1 | -0.1 | 3.4 | -1.1 | 1.8 | 1 | 0.2
O=C(NCc1ccco1)c1ccc2c(c1)S(=O)(=O)c1ccccc1C2=O | -1.8 | -7 | 2 | -0.1 | 1 | -0.3 | 2.6 | -1.3 | 0.6 | 3 | -0.8
COc1ccc(Br)cc1/C=C(\C(=O)O)c1ccc(S(=O)(=O)N2CCCCC2)s1 | 1.4 | -39 | -2 | 0.1 | -3 | -1.7 | -0.1 | -1.5 | -1.5 | -3 | 0.1
O=C(CSc1nnc(-c2n[nH]c3ccccc23)n1-c1ccccc1)Nc1cccc(Cl)c1 | -0.7 | -14 | 4 | -1.2 | -20 | -0.1 | 7.1 | -1.7 | -1.0 | -5 | -1.5
Cc1ccc(N2CC(C(=O)N3CCN(Cc4ccc5c(c4)OCO5)CC3)CC2=O)cc1 (configuration not stated) | -1.2 | -5 | -2 | -0.2 | 1 | -0.1 | -1.1 | -0.9 | -1.6 | 1 | -0.8
O=C(c1ccco1)N1CCN(C(c2ccccc2)c2nnnn2C2CCCC2)CC1 (configuration not stated) | -1.1 | -2 | 0 | 0.6 | -5 | 0.0 | -0.5 | -1.4 | 1.5 | -2 | 0.7
COC(=O)[C@]12C[C@H](CC(=O)NCCC(C)C)C(=O)N(CCC3=CCCCC3)C1=C[C@H](C1CCCC1)O[C@@H]2C | 2.9 | -10 | -5 | -1.2 | -3 | 0.5 | · | -1.5 | 1.6 | 1 | ·
More records follow.
SMILES | hcDAF-12 act | HGIII-sPLA2 inh | SMARCA2 act | DAX1 inh-1 | GC-A act | KLK7 zymogen act | FXN GAA850 act | ssDAF12 agonist | hgDAF12 agonist | GC-B act | DAX1 inh-2
CC(c1ccccc1)N1CCN(C(=O)CCl)CC1 (configuration not stated) | 0.1 | 3 | -4 | -2.2 | 2 | 0.4 | -14 | -1.6 | 2.0 | -8 | -0.7
Cc1ccccc1NC(=O)CSc1n[nH]c(-c2ccccn2)n1 | -0.8 | 1 | 0 | -4.5 | 1 | 0.1 | -0.8 | -0.8 | -0.3 | 1 | 0.6
COc1ccc(N2CCN(C(=O)CSc3nnc(NC(=O)C4CCC4)s3)CC2)cc1 | 0.4 | 4 | -5 | -0.9 | -3 | 0.2 | -3.0 | -1.0 | 1.3 | -1 | 1.2
Cn1c2ccccc2c2nn(-c3ccccc3)c(=O)cc21 | 0.0 | -6 | -2 | -0.2 | 6 | -1.7 | -1.2 | -1.4 | 0.3 | -7 | 0.2
CC(C)OCCCN1C(=O)c2[nH]nc(-c3ccccc3O)c2C1c1cccc(Cl)c1 (configuration not stated) | -1.8 | -47 | -3 | -0.6 | -15 | 0.5 | -2.8 | -1.2 | 0.6 | -12 | 0.2
CC(=O)c1ccc(NC(=O)c2cc(-c3cccs3)on2)cc1 | 3.5 | 1 | 6 | 0.8 | 1 | 0.2 | 1.9 | -0.9 | 1.6 | 4 | 0.4
NS(=O)(=O)c1ccc(S(=O)(=O)N2CCCC(c3ccccc3)C2)cc1 (configuration not stated) | -0.1 | -7 | -6 | -1.9 | 1 | 0.4 | 1.1 | -0.6 | -0.9 | -5 | -0.6
CCOc1ccc(C(=O)NC(C)C2COc3ccccc3O2)cc1 (configuration not stated) | -0.4 | 0 | 1 | 0.9 | 1 | -0.1 | 2.8 | -0.4 | 3.9 | 3 | 3.5
CC(=O)N1CCN(c2ccc(NS(=O)(=O)c3ccc(C)cc3)cc2)CC1 | -1.9 | -3 | -2 | 0.0 | -4 | -0.1 | 1.8 | -0.7 | -0.4 | -2 | 0.3
Cc1ccc(-c2nc(CS(=O)(=O)CC(=O)NCc3ccc4c(c3)OCO4)c(C)o2)cc1 | -1.1 | 2 | 1 | -0.3 | 1 | -0.1 | 0.9 | -1.4 | 1.4 | 1 | 0.3
COc1cccc(C2=NN(C(=O)C3CC3)C(O)(C(F)(F)F)C2)c1 (configuration not stated) | -0.3 | -4 | -2 | -2.2 | 0 | 0.2 | 1.5 | -1.3 | 3.1 | -1 | 1.9
O=C(OCc1cccc(C(F)(F)F)c1)c1ccc[nH]c1=O | -1.1 | -7 | -4 | -0.2 | 2 | -0.1 | -0.7 | -1.3 | 0.2 | 4 | 0.6
N#CCCn1cc(C(=O)N2CCCCC2)c(-c2ccc([N+](=O)[O-])cc2)n1 | -0.1 | -3 | -3 | 0.3 | -4 | -0.5 | 1.3 | -1.3 | -1.0 | -10 | 0.9
COc1ccccc1NC(=O)COC(=O)Cn1cnc2c1c(=O)n(C)c(=O)n2C | -1.0 | 8 | -4 | 1.8 | 0 | -0.4 | 1.2 | -1.5 | 0.9 | 3 | 0.2
NC(=O)c1ccccc1NC(=O)Nc1cccc(Cl)c1Cl | 1.1 | -9 | 5 | -1.0 | 1 | 0.5 | 0.5 | -1.7 | -1.6 | -1 | 1.9
CN=c1scc(-c2ccc(Cl)cc2)n1C | 3.5 | 1 | -3 | 0.4 | 2 | 0.5 | 0.6 | -0.4 | 1.6 | -1 | -0.1
O=C(NCc1nnc(SCC(=O)N2CCCCCC2)o1)c1ccco1 | -1.9 | 1 | 3 | 0.2 | 2 | -0.4 | -1.2 | -1.3 | -1.2 | 7 | 0.4
COc1ccccc1Nc1nnc(SCC(=O)c2c(N)n(C3CC3)c(=O)[nH]c2=O)s1 | -0.7 | -3 | 3 | -1.1 | 0 | -0.1 | -1.4 | -0.7 | -2.3 | -1 | 0.5
COC(=O)[C@@]12CCCN1[C@H](c1ccc(-c3ccccc3)cc1)[C@H]1C(=O)N(C)C(=O)[C@H]12 | -1.1 | -7 | 0 | 0.2 | 3 | 0.5 | -1.6 | -1.9 | -2.1 | 8 | 0.8
Cc1ccc2c(c1)N(C(=O)CCC(=O)NCc1ccccc1)CC(C)O2 (configuration not stated) | -1.8 | 9 | -2 | 0.2 | -4 | -0.5 | 0.2 | -1.3 | -4.4 | -4 | 1.3
O=C(COc1coc(CN2CCN(c3ccc(F)cc3)CC2)cc1=O)Nc1ccccc1 | -0.5 | 3 | -2 | -0.6 | -2 | 0.0 | -1.5 | -1.0 | -0.7 | -1 | -0.5
COc1ccc(S(=O)(=O)Nc2ccccc2C(=O)OC2CCCN(C)C2)cc1OC (configuration not stated) | 1.7 | -7 | -3 | 2.3 | -1 | 0.0 | 3.4 | -1.0 | -1.9 | -7 | 1.6
COc1ccc(C2C(C(C)=O)=C(O)C(=O)N2c2ccc(Br)cn2)cc1 (configuration not stated) | 1.6 | -2 | 3 | -0.3 | -5 | -0.2 | 0.1 | -1.2 | 1.1 | -5 | 0.1
CCOC(=O)c1cc2c(C)n(-c3ccc(OCC)cc3)c(C)c2ccc1=O | -1.6 | -5 | 2 | -0.2 | -3 | -0.1 | 2.1 | -1.7 | -3.7 | 1 | -3.0

Profiles, quoted from the list. Screens in order: hcDAF-12 act, HGIII-sPLA2 inh, SMARCA2 act, DAX1 inh-1, GC-A act, KLK7 zymogen act, FXN GAA850 act, ssDAF12 agonist, hgDAF12 agonist, GC-B act, DAX1 inh-2
Results for Cn1c2ccccc2c2nn(-c3ccccc3)c(=O)cc21 → 0.0, -6, -2, -0.2, 6, -1.7, -1.2, -1.4, 0.3, -7, 0.2
Results for CC(c1ccccc1)N1CCN(C(=O)CCl)CC1 (configuration not stated) → 0.1, 3, -4, -2.2, 2, 0.4, -14, -1.6, 2.0, -8, -0.7

Screens (PubChem BioAssay)
